# Peg3 imprint: genomic imprint erasure induction | mouse ES Peg3-LacZ reporter, beta-gal luminescence, 40 h | Potency, µM (doses to about 60.7 µM), without a hit: at the top dose activity change, positive = activation, usual class: activators | 0.02% of 110,000 active | AID 1948;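 note: 0% = negative control wells on the plate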
#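 Readout: BetaGlo luminescence (5 min, room temp) for LacZ from the normally silent maternal Peg3 allele in female Peg3LacZ-Neo ES cells. Cells 300/well, 40 h, 37C, 5% CO2. Data normalized per plate to negative controls.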
# p53ts 32C kill: p53ts cell cytotoxicity, permissive temperature; AID 924; H1299-p53A138V at 32C, ATP luminescence viability, 24 h; Potency, µM (series often up to 46.1 µM), without a hit: at the top dose activity change, negative = cytotoxicity, hits mostly cytotoxic; 0.93% of 130,000 active;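 note: 0% = DMSO and -100% = full killing by reference compound; nearly all actives have a fitted effect of over 55% in size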
#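 ATP-content luminescence (ATPlite) read-out after 24 h compound exposure at 32C in H1299-p53A138V cells (600/well). Tested up to 46 uM. Normalized to DMSO (0%) and 100 uM tamoxifen (100% killing); Hill-fit AC50.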
# p53ts 39C kill: cytotoxicity in p53ts cells at nonpermissive temperature; 1.5% of 130,000 active; H1299-p53A138V viability at 39C, ATP luminescence, 24 h; Potency, µM (highest dose often 46.1 µM), for inactives: at the top dose activity change, negative = cell killing, hits mostly cytotoxic; note: nearly all actives have a fitted effect of over 55% in size
# IkB signaling: suppresses IkB signaling in ABC-DLBCL reporter cells; ABC-DLBCL IkBa-CBG/CBR dual luciferase ratio, 4 h; response scale: scaled: untreated 0%, proteasome inhibitor 100%; Potency, µM (titrated, usually from 57.1 µM), for the others: top-dose IkBa stabilization activation; 0.04% of 110,000 active; active = well fitted curve in the direction sought with a large enough effect in the signal ratio, not every such curve was filed as active; inconclusive = small, poorly fitted or top-dose-only effect, or a change in a side signal; the % refers to the signal ratio;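 note: the direction sought is a rising ratio; 0% = basal untreated cells and 100% = reference inhibitor full response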
#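 In this assay, an IκBα–CBG68 fusion accumulates when IKK-driven degradation is blocked; native CBR normalizes for cell number. OCI-Ly3 cells were treated 4 h with compound and doxycycline, then green and red light read after Chroma-Glo addition.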
# * marks the source's active call; other numbers are inactive results; ? = inconclusive; . = not tested or not shown; [ ] = remark or other dose. Unless noted, calls come from the whole dose curve; as a rule, active = well fitted curve in the direction sought with a large enough effect; inconclusive = small, poorly fitted or top-dose-only effect, or another doubt; inactive = no such curve, though single readings can be large; an effect the other way counts as inactive or inconclusive. Unless noted, % is set by controls: 0 for no effect and ±100 for the full control effect; potency is the fitted concentration of half-maximal effect.
1. CCOC(=O)N1CCN(C(=O)c2cn(C)c3ccc(S(=O)(=O)N4CCCC4)cc3c2=O)CC1
2. Cc1c(CCNC(=O)c2ccc(C(C)(C)C)cc2)sc2nc(-c3ccc(F)cc3)nn12
3. O=C(Nc1ccc2c(c1)OCO2)C1CCCN(S(=O)(=O)c2cccs2)C1 (centres undefined)
4. COC(=O)c1ccccc1NS(=O)(=O)c1ccc2c3c(cccc13)C(=O)N2
5. CCNc1ncc2nc(-c3cc(F)cc(F)c3)c(=O)n(-c3ccccc3)c2n1
6. CCN1C(=O)CS/C1=C(\C#N)S(=O)(=O)c1ccccc1
7. COC(=O)c1ccc(NC(=O)CSc2nnc(C)n2-c2ccccc2)cc1
8. O=C(CN1C(=O)COc2ccc(S(=O)(=O)N3CCCCC3)cc21)NCc1ccc(Cl)cc1
compound no.	1	2	3	4	5	6	7	8
p53ts 32C kill	-8%	4%	-5%	6%	-10%	-6%	-3%	-7%
Peg3 imprint	-6%	27%[10.9 µM]	-18%	-17%	.	-9%	-15%	-17%[10.9 µM]
IkB signaling	-0.8%	?	?	?	-2.9%[11.4 µM]	1.2%	0.0%	0.4%
p53ts 39C kill	-6%	-13%	-20%	-2%	-11%	3%	3%	-24%

9. Cc1ccc(CSCc2ccc(C(=O)NCCc3ccc(Cl)cc3)o2)cc1
10. CCCOc1ccc(/C(O)=C2/C(=O)C(=O)N(CCN(CC)CC)C2c2ccncc2)cc1 (centres undefined)
11. FC(F)(F)c1ccc(N2CCOCC2)c(Nc2nc3ccccc3n3cnnc23)c1
12. O=C(COc1ccccc1)NNC(=S)NC(=O)c1ccc(Cl)cc1Cl
13. COc1ccc(C(C)=O)c2c1OCCO2
14. CC1(C)CC(=O)C=C(NCCc2ccc(S(N)(=O)=O)cc2)C1
15. Cc1nnc(SCc2cc(=O)[nH]c(N3CCCCC3)n2)s1
16. Cc1cc(C)c(-c2cc([C@H](C)O/N=C\[C@@H](C)[C@H](OCc3ccccc3)C(C)C)on2)c(C)c1
compound no.	9	10	11	12	13	14	15	16
p53ts 32C kill	7%	8%	?	-19%	10%	2%	-1%	3%[9.22 µM]
Peg3 imprint	-12%[10.9 µM]	3%	-20%	.	12%	1%	1%	.
IkB signaling	?	-1.0%	?	.	-3.4%	1.2%	5.0%	.
p53ts 39C kill	-17%	0%	11%	-7%	0%	1%	12%	12%[9.22 µM]

17. CCOc1ccc(NC(=O)CC2C(=O)N(c3ccc(C)cc3)C(=O)N2CCC2=CCCCC2)cc1 (centres undefined)
18. Cc1cccc(N/C(N)=N/c2nc3c(c(=O)[nH]2)CCCC3)c1
19. COc1ccc(C(c2nnnn2CCc2ccccc2)N2CCN(C3CCCC3)CC2)cc1 (centres undefined)
20. O=C(CCCCCn1c(=O)c2sccc2n(Cc2ccc(Cl)cc2)c1=O)NCc1ccc2c(c1)OCO2
21. COc1ccc(C2C(C#N)=C(N)OC3=C2C(=O)CC(C)(C)C3)c(OC)c1OC (centres undefined)
22. Cn1c(N2CCN(C(=O)NCc3ccccc3)CC2)nc2ccccc21
23. CC(C)c1ccc(C(=O)Nc2cc(-c3ccccc3F)nn2-c2ccccc2)cc1
24. Cc1ccc(-c2noc(COc3ccc4c(c3)OCO4)n2)cc1
compound no.	17	18	19	20	21	22	23	24
p53ts 32C kill	-16%	0%	-2%	-2%	7%	3%	11%	10%
Peg3 imprint	-5%[10.9 µM]	-8%	-4%	-4%[10.9 µM]	13%	.	-10%[10.9 µM]	.
IkB signaling	-3.6%	-1.0%	1.3%	12%	-0.6%	?	-0.6%	.
p53ts 39C kill	-9%	-2%	5%	0%	3%	6%	-7%	25%

# Looked up above:
# p53ts 32C kill result of `CC(C)c1ccc(C(=O)Nc2cc(-c3ccccc3F)nn2-c2ccccc2)cc1` reads 11%
# IkB signaling result of `COc1ccc(C(c2nnnn2CCc2ccccc2)N2CCN(C3CCCC3)CC2)cc1` (centres undefined) reads 1.3%

# Following part.
25. CCn1c(C)c(C)c2cc(C(=O)NCCc3cc(OC)ccc3OC)ccc21
26. O=C(CSc1ccc(-c2cccs2)nn1)Nc1ccccc1
27. Nc1nc2c(c(=O)[nH]1)N=C(CNc1ccc(C(=O)NC(CCC(=O)O)C(=O)O)cc1)CN2 (centres undefined)
28. O=C1C2=C(Nc3ccccc3SC2c2ccc(C(F)(F)F)cc2)c2ccccc21 (centres undefined)
29. COc1ccc(-n2c(SCC(=O)Nc3ccc(C(=O)O)cc3)nnc2-c2cccs2)cc1
30. O=C(NCc1ccccc1Cl)C1=Cc2cc(Br)ccc2OC1
31. O=C(NS(=O)(=O)c1ccccc1Cl)c1ccc[nH]1
32. CCc1nc(NCCCn2ccnc2)c2oc3ccccc3c2n1
compound no.	25	26	27	28	29	30	31	32
p53ts 32C kill	-10%	-8%	9%	19%	7%	-5%	0%	-6%
Peg3 imprint	9%[10.9 µM]	-22%[10.9 µM]	-1%	11%[10.9 µM]	-4%	16%[10.9 µM]	5%	-10%
IkB signaling	?	-2.1%	.	?	-0.2%	?	-0.4%	-4.3%
p53ts 39C kill	-13%	-11%	7%	-20%	17%	-5%	-1%	-4%

33. CCOC(=O)Cn1c(-c2cccs2)cc2cc(Cl)ccc21
34. CN1CCN(c2ncc3nc(CCc4ccccc4)c(=O)n(Cc4ccc(F)cc4)c3n2)CC1
35. CCOc1ccccc1Nc1nc(N)nc(CN(C)C2CCCCC2)n1
36. O=C(Nc1cc(-c2nc3ccccc3o2)ccc1Cl)c1cccc2c(Cl)cccc12
37. CCCNC(=O)CS(=O)Cc1nc(-c2ccc(OC)cc2)oc1C (centres undefined)
38. N/C(CC(=O)Nc1cccc(C(F)(F)F)c1)=N/O
39. Cc1ccc(NC(=O)CSc2nnc(COc3ccc(Cl)cc3)o2)c(C)c1
40. Cc1ccc(C(=O)N2CCC(C(=O)NCc3cccnc3)CC2)cc1
compound no.	33	34	35	36	37	38	39	40
p53ts 32C kill	-1%	-10%	-8%	5%	3%	15%	5%	0%
Peg3 imprint	-6%[10.9 µM]	.	1%	7%[10.9 µM]	-17%	?	-6%[10.9 µM]	.
IkB signaling	-0.6%	-0.3%[11.4 µM]	1.2%	-0.6%	-1.8%	-0.5%	0.4%	.
p53ts 39C kill	-25%	-8%	11%	10%	-2%	-1%	-24%	7%

41. O=C(CNC(=O)c1ccc(Cl)cc1)OCc1nc2ccccc2s1
42. Cn1c(=O)n(Cc2ccccc2F)c2ccccc21
43. CCOc1ccc(CCNC(=O)c2sc3nc4n(c(=O)c3c2C)CCCC4)cc1OCC
44. COc1ccccc1-c1cc(C(F)(F)F)nc(S(=O)(=O)CCCC(=O)Nc2ccccc2F)n1
45. CCN(CC)S(=O)(=O)c1cccc(C(=O)Nc2nc3cc4c(cc3s2)OCCO4)c1
46. CCOC(=O)C(Cc1c[nH]c2ccccc12)NC(=O)COc1ccc(Cl)c(C)c1 (centres undefined)
47. Cn1nnnc1SCC(=O)NC(=O)NCc1ccccc1
48. O=C(NCc1ccco1)c1noc2c1CCCCC2
compound no.	41	42	43	44	45	46	47	48
p53ts 32C kill	-4%	-7%	2%	?	5%	?	0%	-4%
Peg3 imprint	.	-6%	15%[10.9 µM]	-11%[10.9 µM]	-24%	-12%[10.9 µM]	-3%	-31%[inhibitor]
IkB signaling	.	2.0%	?	?	?	?	0.1%	3.2%
p53ts 39C kill	-8%	-7%	17%	3.2µM*	-3%	?	-6%	-12%

49. CCOC(=O)N1CCC(NC(=O)c2csc3c2CCCC3)CC1
50. COC(=O)c1ccccc1NC(=O)CCc1c(C)nc2cc(-c3ccc(Cl)cc3)nn2c1C
51. Cn1c(N)c(C(=O)COC(=O)c2ccnc3ccccc23)c(=O)n(C)c1=O
52. Cc1cc(C)cc(Nc2cc(=O)n(C3CCCCC3)c(=O)[nH]2)c1
53. O=C(CCn1c(=O)c2ccccc2n(CC(=O)NCCC2=CCCCC2)c1=O)NCc1ccco1
54. CC1(C(=O)Nc2cccc(C(F)(F)F)c2)Cc2ccccc2C(=O)O1 (centres undefined)
55. Cc1cc(C)c2nc(N(Cc3cccnc3)C(=O)c3cccs3)sc2c1
56. CCOCCOC(=O)C1=C(C)Nc2ccc(C)cc2S1
compound no.	49	50	51	52	53	54	55	56
p53ts 32C kill	-1%	2%	5%	7%	6%	-13%	2%	2%
Peg3 imprint	-7%	-9%[10.9 µM]	7%	-1%	-7%	-10%[10.9 µM]	-2%[10.9 µM]	-12%
IkB signaling	-3.0%	?	.	0.6%	0.0%	-1.0%	?	?
p53ts 39C kill	-1%	-9%	-3%	-1%	3%	-6%	6%	-10%

# Some entries already given, limited to Peg3 imprint.
no.	smiles	Peg3 imprint
45	CCN(CC)S(=O)(=O)c1cccc(C(=O)Nc2nc3cc4c(cc3s2)OCCO4)c1	-24%
46	CCOC(=O)C(Cc1c[nH]c2ccccc12)NC(=O)COc1ccc(Cl)c(C)c1 (centres undefined)	-12%[10.9 µM]
47	Cn1nnnc1SCC(=O)NC(=O)NCc1ccccc1	-3%
48	O=C(NCc1ccco1)c1noc2c1CCCCC2	-31%[inhibitor]

# Of the compounds above, 4 contain a furan ring, fused or not.
9. Cc1ccc(CSCc2ccc(C(=O)NCCc3ccc(Cl)cc3)o2)cc1
32. CCc1nc(NCCCn2ccnc2)c2oc3ccccc3c2n1
48. O=C(NCc1ccco1)c1noc2c1CCCCC2
53. O=C(CCn1c(=O)c2ccccc2n(CC(=O)NCCC2=CCCCC2)c1=O)NCc1ccco1
compound no.	9	32	48	53
p53ts 32C kill	7%	-6%	-4%	6%
Peg3 imprint	-12%[10.9 µM]	-10%	-31%[inhibitor]	-7%
IkB signaling	?	-4.3%	3.2%	0.0%
p53ts 39C kill	-17%	-4%	-12%	3%

# Going on with the list.
57. CCC(c1nnnn1C1CCCCC1)N(Cc1ccco1)Cc1cc2ccc(OC)cc2[nH]c1=O (centres undefined)
58. CCOc1ccc(NC(=O)c2cc(S(=O)(=O)N3CCOCC3)ccc2F)cc1
59. Cc1ccccc1Nc1c(-c2c[nH]c3ccccc23)nc2cccc(C)n12
60. COc1ccc(C)cc1S(=O)(=O)NCC(c1ccc(N(C)C)cc1)N1CCc2ccccc21 (centres undefined)
61. Cc1ccccc1Nc1c2c(nc3nncn13)CCC2
62. O=C(O)CCc1ccc(-c2ccccc2)n1-c1ccc(C(=O)O)cc1
63. CC1=C(C(=O)Nc2cccc(C)n2)C(c2ccc3c(c2)OCO3)C2=C(CC(c3ccco3)CC2=O)N1 (centres undefined)
64. O=C(c1ccco1)N(Cc1cc2ccccc2[nH]c1=O)C1CCCCC1
65. Cc1coc2c1c(C)cc1oc(=O)c(CC(=O)NCc3ccc(Cl)cc3)c(C)c12
compound no.	57	58	59	60	61	62	63	64	65
p53ts 32C kill	0%	2%	?	10%	1%	4%	15%	-6%	0%
Peg3 imprint	-14%	9%[10.9 µM]	-8%[10.9 µM]	-9%[10.9 µM]	-1%[10.9 µM]	14%[10.9 µM]	-8%	-13%	-8%[10.9 µM]
IkB signaling	?	?	?	3.5%	-0.6%	?	0.7%	?	0.0%
p53ts 39C kill	-7%	?	?	-13%	-26%	2%	17%	0%	-13%

# Screening results as filed in PubChem.
